Screening results deposited in PubChem BioAssay by several laboratories.
Insulin prom inh: TRM-6 insulin promoter activity inhibition; TRM-6 cells (human fetal islet line), insulin promoter-eGFP reporter, imaging; reporter expression induced with tamoxifen; inhibition, % at 2 µM; hit rate 0.9% among 130,000;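 active = inhibition above the mean plus 3 SD, with well images judged a real hit on visual review, cut at about 60% in these data, passing the limit was not always enough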
sdo1 growth: restores growth of sdo1-depleted yeast | S. cerevisiae sdo1-depleted JHY4D growth rescue, OD600 30 h; hits give high values; pdr5 snq2 efflux-pump mutant strain | z-score at 10 µM | hit rate 0.21% among 140,000;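 active = z-score above 3 at both the 24 hr and the 30 hr optical density reads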;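 also: z-score against mean and SD of all compound wells on the same plate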
sdo1 growth Rescue 24 h: further read-out of sdo1 growth, marked with its call; z-score; S. cerevisiae sdo1-depleted JHY4D growth rescue, OD600; measured here: growth rescue at 24 h;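 0 is the plate mean of compound wells and units are plate SD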
Starred values were filed as active, the others as inactive; nt = no result given; [ ] = remark or other dose. Some of the compounds tested, so the mix of outcomes need not match the whole.

smiles	Insulin prom inh	sdo1 growth	sdo1 growth Rescue 24 h
COCC(=O)N1CCN(c2cccc(Cl)c2)CC1	-6	nt	nt
Cc1ccn2c(-c3csc(NCc4ccccc4)n3)c(C)nc2c1	-5	-1.9	-1.6
Cc1ccccc1C1NC(=O)Cc2ccccc21 (configuration not stated)	-23	0.17	-0.35
CCCCc1nnc(NC(=O)CCSc2ccccc2)s1	43	-0.1	-0.15
COc1ccc(Nc2nc(C(=O)NCCCN3CCOCC3)cs2)cc1	0	0.01	-0.59
CCc1nnc(NC(=O)C2CCN(C(=O)NC3CCCCC3)CC2)s1	nt	0.28	-0.62
Nc1nc(-c2ccc3c(c2)CCCC3)cs1	-18	-2.1	-1.9
CCOC(=O)N1CCC(N(CCOC)C(=O)Nc2ccc(C)c(C)c2)CC1	-40	-0.28	-0.14
COc1ccc(S(=O)(=O)N(CC(=O)N2CCOCC2)c2cc(Cl)ccc2OC)cc1OC	nt	-0.02	0.17
COc1ccc(CCNC(=O)c2ccc(CNS(=O)(=O)c3ccc(C(C)(C)C)cc3)cc2)cc1OC	nt	-0.31	-0.21
O=C(C/C=N/OCc1c(Cl)cccc1Cl)c1cnc(-c2ccccc2)s1	28	-0.05	-0.06
CCNc1nc(Oc2ccc(Cl)cc2Cl)cc(C(F)(F)F)n1	39	-0.48	-0.91
COC(=O)C(NC(=O)c1ccccc1Cl)(Nc1ncc(S(=O)(=O)c2ccc([N+](=O)[O-])cc2)s1)C(F)(F)F (configuration not stated)	-21	-0.3	-0.72
COc1cc2nc(CCc3ccccc3)oc(=O)c2cc1OC	33	nt	nt
C=CCNC(=O)COc1ccc(Br)cc1Cl	-64	0.61	1.2
COc1ccc(-n2cnc3ccccc32)cc1	19	-0.64	-0.37
COc1cccc(C(=O)Nc2ccc(-c3nc4ccccc4o3)c(O)c2)c1	nt	-1.6	-0.71
O=C(c1cc2ccccc2oc1=O)N(Cc1ccco1)CC1CCCO1 (configuration not stated)	6	-0.39	-0.08
COc1cc(/C=N/NC(=O)c2cc(C)oc2C)ccc1O	6	nt	nt
Nc1ccc(-c2nnc(-c3ccc(-c4ccccc4)cc3)o2)cc1	47	-0.61	1.2

Reprinted from the part before: five compounds, then new ones.
smiles	Insulin prom inh	sdo1 growth	sdo1 growth Rescue 24 h
COc1ccc(-n2cnc3ccccc32)cc1	19	-0.64	-0.37
COc1cccc(C(=O)Nc2ccc(-c3nc4ccccc4o3)c(O)c2)c1	nt	-1.6	-0.71
O=C(c1cc2ccccc2oc1=O)N(Cc1ccco1)CC1CCCO1 (configuration not stated)	6	-0.39	-0.08
COc1cc(/C=N/NC(=O)c2cc(C)oc2C)ccc1O	6	nt	nt
Nc1ccc(-c2nnc(-c3ccc(-c4ccccc4)cc3)o2)cc1	47	-0.61	1.2
Cc1ccc(CSc2ccc(-c3ccc4c(c3)OCO4)nn2)cc1	nt	0.18	1.8
Cc1cc(NC(=O)c2ccc3c(c2)OCO3)ccc1NC(=O)c1ccco1	26	0.69	-0.09
COc1ccc(OC)c(C(=O)COC(=O)C2CC3CCCC(C2)C3=O)c1 (configuration not stated)	-39	0.39	0.6
COC(=O)c1ccccc1NC(=O)Cn1c(CCC(=O)O)ccc1-c1cccs1	27	0.82	0.86
COc1ccc(CCNC(=O)c2ccc(Cl)cc2Cl)cc1	-8	-0.37	0.24
CCC(CC)c1nnc(NC(=O)c2c(C)nn(Cc3ccccc3Cl)c2C)s1	3	-1.1	-0.27
Cc1cc(C)cc(CC2CC(=O)N(c3ccc4c(c3)OCCO4)C2=O)c1 (configuration not stated)	-49	-0.46	0.18
Cc1cc(C)nc(NC(=O)c2cc([N+](=O)[O-])cc([N+](=O)[O-])c2)n1	nt	2.5	4.6
O=C(NC(=S)NCC1COc2ccccc2O1)c1ccccc1 (configuration not stated)	nt	-2.1	-1.5
CCOC(=O)c1[nH]c(C)c(/C(O)=C2\C(=O)C(=O)N(CCN(C)C)C2c2cccc(OC)c2OC)c1C (configuration not stated)	24	-0.17	-0.43
O=C(CCN1c2ccccc2Sc2ccccc21)OCc1nnc(-c2ccccc2)o1	nt	-1.2	-1.1
CCN(CC)CC(O)Cn1c2ccccc2c2ccccc21 (configuration not stated)	-79	-0.34	-0.1
O=c1o[nH]c(-c2ccccc2)c1C1=NCCCCC1	nt	0.35[8.2 µM]	-0.28
COc1ccc(NC(=O)Nc2nnc(N3CCCCC3C)s2)cc1OC (configuration not stated)	15	-0.42	-0.58
CC1(C)Cc2c(c(N3CCOCC3)nc3sc4c(=O)[nH]cnc4c23)CS1	21	-0.61	-0.49
CCC(=O)Nc1ccc(NC(=O)C23CC4CC(CC(C4)C2)C3)cn1	24	-0.61	-0.02
O=S(=O)(c1ccccc1)c1nc(-c2ccccc2)oc1NCc1cccnc1	nt	-0.25	-0.49
CC1CC(C)CN(C(=O)COC(=O)c2ccc[nH]c2=O)C1 (configuration not stated)	-3	1.1	0.45
COc1cc(OC)c(/C=N/NC(N)=S)cc1Br	10	1.2	1.2
CCOc1ccc(N2C(=O)Nc3ccccc3C2(O)C(=O)NCc2ccco2)cc1 (configuration not stated)	0	nt	nt

Four records drawn at random from those above:
smiles	Insulin prom inh	sdo1 growth	sdo1 growth Rescue 24 h
COc1cc(OC)c(/C=N/NC(N)=S)cc1Br	10	1.2	1.2
Cc1cc(NC(=O)c2ccc3c(c2)OCO3)ccc1NC(=O)c1ccco1	26	0.69	-0.09
O=C(c1cc2ccccc2oc1=O)N(Cc1ccco1)CC1CCCO1 (configuration not stated)	6	-0.39	-0.08
COc1ccc(NC(=O)Nc2nnc(N3CCCCC3C)s2)cc1OC (configuration not stated)	15	-0.42	-0.58

The list goes on:
smiles	Insulin prom inh	sdo1 growth	sdo1 growth Rescue 24 h
C=CCOc1c(Br)cc(CNc2ccc(NC(=O)C(C)C)cc2)cc1OCC	nt	0.47	0.28
CC(NC(=O)CCc1ccccc1)c1cc2c(cc1Cl)OCCO2 (configuration not stated)	-83	-1.1	-0.56
CCOc1ccc2c(c1)s/c(=N\S(=O)(=O)c1ccc(OC)cc1)n2C(F)F	-23	-0.87	0.07
CC(C)C(C(=O)Nc1sc2c(c1C#N)CCCCC2)N1C(=O)c2ccccc2C1=O (configuration not stated)	17	-0.25	0.39
COc1ccc2c(c1)C(=O)OC2CC(=O)O (configuration not stated)	12	0.39	-0.12
CCN(CC)CC(=O)n1c2c(c3ccccc31)CCCC2	15	0.15	-0.72
Cc1cccc(C#N)c1NC1=CC(=O)CC(C)(C)C1	11	0.87	0.89
O=[N+]([O-])c1ccc(O)c(/C=N/n2cnc3ccccc32)c1	nt	-0.51	-1
O=C(Nc1ccc(C(=O)O)cc1)/C(=C/c1ccc([N+](=O)[O-])cc1)NC(=O)c1ccccc1	33	nt	nt
O=C(/C=C/c1ccccc1)NC(NC(=S)Nc1ccc(Cl)cc1Cl)C(Cl)(Cl)Cl (configuration not stated)	15	0.91	0.09
c1ccc(-c2noc(CSc3nnnn3-c3ccccc3)n2)cc1	nt	0.66	0.97
O=C(/C=C/c1ccccc1)NCCSCc1ccc(Cl)cc1	-16	-0.61	0.61
CCOC(=O)CCSc1nc(-c2ccccc2)cc(C(F)(F)F)n1	53	-0.66	0.19
CCC(=O)NCCNC(=O)c1c(SC)nsc1SC	17	0.09	-0.17
CCc1nnc(NC(=O)CSc2nnc(C3CCCCC3)n2-c2cccc(Cl)c2)s1	38	0.06	-0.17
Cc1ccc(-c2nnn(CC(=O)O)n2)cc1	24	-0.43	-0.78
COc1ccc(OCc2nnc(SCC(=O)N3c4ccccc4Sc4ccc(Cl)cc43)o2)cc1	-30	-0.43	0.06
Cc1nc(C(=O)Nc2ccc(Cl)cc2Cl)nn1-c1cc(OC(C)C)c(Cl)cc1Cl	25	-0.99	-0.94
CCOC(=O)C1(Cc2ccccc2)CCN(CC2CC=CCC2)CC1 (configuration not stated)	6	nt	nt
Cc1ccc(Cn2c(=S)[nH]c3ccc(N4CCOCC4)cc3c2=O)o1	-37	-1.3	-1.9
CC(C)c1ccc(N2CC(C)(C)C2=O)cc1	54	nt	nt
COc1ccc(NC(=O)CN(c2cccc(F)c2)S(C)(=O)=O)cc1OC	43	0.66	0.29
O=C(NC1CCCCC1)C(c1ccc(Cl)cc1)N1CCC2(CC1)OCCO2 (configuration not stated)	0	-0.64	-0.36
CN(Cc1ccccc1NS(=O)(=O)c1ccc(Cl)cc1)C1CCCCC1	-27	nt	nt
O=C(CSc1nnnn1Cc1ccccc1)Nc1ccc2c(c1)OCCO2	nt	-0.35	-0.85
O=C(CCCC(=O)N(CC(=O)NC1CCCCC1)Cc1ccco1)Nc1ccccn1	nt	1.5	1.6
CCOC(=O)C1=C(CC)OC(N)=C(C#N)C1c1cc(OC)ccc1OC (configuration not stated)	0	0.14	-0.07
CC(=O)/C(=N\Nc1ccc(Cl)cc1)Sc1nnc(-c2ccccc2)n1-c1ccccc1	nt	-1.4	-1.2
Cc1cc(C)nc(N/C(=N\S(=O)(=O)Cc2ccccc2)Nc2cccc(Cl)c2C)n1	-25	-1.1	-0.62
O=C(COC(=O)CCC(=O)c1ccc(F)cc1)Nc1ccccc1	39	nt	nt
C/C(CC(=O)Nc1ccccc1-c1ccccc1)=N\NC(=O)COc1ccc(C)cc1Br	-25	-0.93	-1.2
CC1CCCCC1NC(=O)Cn1[nH]c(=O)c2ccccc2c1=O (configuration not stated)	-7	-0.43	-0.55
O=C(CSC1=NCCS1)NC1CCCC1	-50	-0.42	-0.61
COc1ccc(NC(=S)Nc2cc(S(=O)(=O)N3CCCCC3)ccc2OC)cc1	46	1.5	2
O=C(CC1Nc2ccccc2NC1=O)Nc1cc(Cl)cc(Cl)c1 (configuration not stated)	-27	-1.1	-0.67
COc1ccc(C2OC(=O)c3ccccc3S2)cc1 (configuration not stated)	7	0.16	-0.26
COC(=O)C(Nc1nccs1)(OC)C(F)(F)F (configuration not stated)	nt	0.97	0.46
COCCNC(=O)C(=O)N/N=C/c1ccc(C(=O)OC)cc1	-30	nt	nt
CC(=O)c1cccc(NC(=O)Nc2ccc(C(=O)N3CCCC3)cc2)c1	32	0.45	0.14
CC(=O)OC1CSc2nc3ccccc3n2C1 (configuration not stated)	-20	-0.12	-0.73
Cc1ccccc1-c1nc2ccccc2c(=O)n1C1CCS(=O)(=O)C1 (configuration not stated)	-11	1	0.02
CCC(C)NC(=O)c1ccc(CSCc2cccc(F)c2)o1 (configuration not stated)	-14	-0.46	0.34
Cc1cc(C)cc(NC(=O)CSc2nc3c(c(=O)n2C)SC(C)C3)c1 (configuration not stated)	nt	-0.54	-0.45
Cc1nn(C)cc1/C=N\NC(=O)Cc1ccc([N+](=O)[O-])cc1	14	-0.15	-1.3
CCOc1ccc2nc(C)cc(Nc3ccc4c(c3)OCCO4)c2c1	35	0.14	0.2
CCOC(=O)c1ccc2c(c1)N(Cc1ccccc1C)C(=O)c1ccccc1S2=O (configuration not stated)	33	-2.1[6.4 µM]	-2.3
CC(C)(C)n1nnnc1C(c1ccccc1F)N1CCN(C2CCCC2)CC1 (configuration not stated)	nt	-0.05	-0.71
CCn1c(SCc2ccccc2)nnc1-c1cccnc1	0	nt	nt
CCC1(C)CC(CC(=O)O)(c2ccccc2OC)CCO1 (configuration not stated)	-46	-0.56	-1.1
C=CCNC1=C(Cl)C(=O)N(c2ccccc2Cl)C1=O	-22	0.31	0.24
CCCc1ccc(-c2cc(C(=O)NCCc3ccc(S(N)(=O)=O)cc3)c3ccccc3n2)cc1	nt	-0.42	0.12
COc1ccc(Cl)cc1NC(=O)C(C)OC(=O)c1ccc(NS(=O)(=O)c2ccc3[nH]c(=O)[nH]c3c2)cc1 (configuration not stated)	14	0.36	0.45
Cn1cc(SCC(=O)Nc2ccc3c(c2)OCCO3)c2ccccc21	nt	-0.48	-0.12
C/C(Cc1ccccc1)=N\NC(=O)c1cc(C(C)(C)C)[nH]n1	15	nt	nt
Cn1c(Cn2nnc3ccccc32)nnc1SCC(=O)N1CCc2ccccc21	nt	-0.14	-0.33
COc1ccc(C(C)=O)cc1COC(=O)c1cccc(N(C)C)c1	-17	0.27	-0.17
CCOC(=O)c1c(C)[nH]c(C)c1C(=O)CSc1nnc(-c2ccncc2)n1C	nt	0.23	-0.42
OC(CCCCN1CCCCC1)c1ccccc1 (configuration not stated)	26	0.75	-0.49
Cc1csc(Sc2ccc(S(=O)(=O)N3CCCC3)cn2)n1	8	nt	nt
O=C(C1CCCN1S(=O)(=O)c1cccc2cccnc12)N1CCc2ccccc2C1 (configuration not stated)	nt	0.32	1
CCOc1ccccc1NC(=O)CSc1nnc(Cn2c(=O)sc3ccccc32)n1C	nt	0.21	0.79
Cc1ccc(-c2cc(C(=O)OCC(=O)Nc3ncc(C(F)(F)F)cc3Cl)c3ccccc3n2)cc1	nt	-0.26	-0.08
CC(C)c1ccccc1NC(=O)COC(=O)Cc1ccsc1	nt	0.15	-0.61
